Compound activity deposited in PubChem by National Center for Advancing Translational Sciences (NCATS).
KB-V1 MDR tox: KB-V1 MDR subline cytotoxicity | Potency, µM (highest dose often 46.1 µM), without a hit: at the top dose activity change, negative = cytotoxicity, hits mostly cytotoxic | KB-V1 MDR cells viability, CellTiter-Glo, 72 h | 400,000 compounds, 3.4% hits; also: % is scaled to controls: 0 for no effect and ±100 for the full control effect; nearly all actives have a fitted effect of over 60% in size
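Cytotoxicity toward P-gp-expressing KB-V1 cells was determined as loss of CellTiter-Glo luminescence after 72 h at 37 degrees C. Compounds were tested in quantitative HTS format across a concentration range, with curves fitted to normalized data.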
HT1080-NT tox: kills 2HG-producing HT-1080-NT fibrosarcoma cells; HT-1080-NT fibrosarcoma viability, CellTiter-Glo ATP luminescence, 48 h; Potency, µM (series often up to 46.1 µM), inactives show top-dose activity, negative = less viability, most hits filed as cytotoxic; 360,000 compounds, 1.6% hits;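 also: NT is the 2HG producing partner of a matched IDH1 knockdown line; 0% = DMSO-treated cells and -100% = media-only wells without cells; nearly all actives have a fitted effect of over 55% in size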
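HT-1080-NT fibrosarcoma cells (2HG-overproducing), 750 cells/well in RPMI with 5% FBS, dosed after 2 h and incubated 48 h at 37C. CellTiter-Glo luminescence normalized to DMSO and no-cell wells; concentration-response curves fitted and classed.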
SW480 rerep: induces DNA re-replication in SW480 colon adenocarcinoma cells. SW480 DNA re-replication, Hoechst DNA content imaging, 48 h. AID 624297. Potency, µM (top dose mostly 46.1 µM), without a hit: at the top dose re-replication activation, actives largely listed as activators. 340,000 compounds, 1.8% hits; also: % of control where 0% means no effect; nearly all actives have a fitted effect of over 55% in size
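First, 250 cells per well were seeded. Next, compound or vehicle (23 nL) was pinned in, plates sat 48 hr at 37 C. Finally Hoechst was added for 40 min before fluorescence scanning.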
TDP43 rescue: inhibitors of TDP-43 toxicity in yeast | TDP-43 expressing yeast growth rescue, BacTiter-Glo, 24 h | Potency, µM (highest dose often 46.1 µM), without a hit: top-dose growth rescue (activation), most hits filed as activators | 410,000 compounds, 1.8% hits | AID 652104; also: % of control where 0% means no effect; nearly all actives have a fitted effect of over 50% in size
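In this qHTS, compounds that restore growth of yeast expressing TDP-43 appear as activators. Cells (OD600=0.02, galactose medium, raffinose-pregrown) are incubated with compound 24 hr at 30 deg C and growth is quantified by BacTiter-Glo.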
KB-3-1 cytotox: kills parental KB-3-1 adenocarcinoma cells | Potency, µM (highest dose often 46.1 µM), inactives show at the highest dose activity change, negative = cytotoxic, actives largely listed as cytotoxic | KB-3-1 viability, CellTiter-Glo ATP luminescence, 72 h | 400,000 compounds, 1.4% hits | AID 1347075; also: % is scaled to controls: 0 for no effect and ±100 for the full control effect; nearly all actives have a fitted effect of over 60% in size
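KB-3-1 cells, DMEM (no phenol red) + 10% FBS; compound by pin transfer, 72 h, 37 °C. Readout: CellTiter-Glo luminescence after 10 min. Data normalized, curve-fitted.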
GLP1R ag: activates the human GLP-1 receptor; P43220; HEK293 GLP-1R CRE-luciferase, luminescence, 4-6 h; cells express a hypersensitive GLP-1R form; Potency, µM (titrated, usually from 45.6 µM), for inactives: at the top dose activation, usual class: activators; 380,000 compounds, 0.007% hits; AID 624172; also: % of control where 0% means no effect
Target sequence (P43220 whole entry, looked up): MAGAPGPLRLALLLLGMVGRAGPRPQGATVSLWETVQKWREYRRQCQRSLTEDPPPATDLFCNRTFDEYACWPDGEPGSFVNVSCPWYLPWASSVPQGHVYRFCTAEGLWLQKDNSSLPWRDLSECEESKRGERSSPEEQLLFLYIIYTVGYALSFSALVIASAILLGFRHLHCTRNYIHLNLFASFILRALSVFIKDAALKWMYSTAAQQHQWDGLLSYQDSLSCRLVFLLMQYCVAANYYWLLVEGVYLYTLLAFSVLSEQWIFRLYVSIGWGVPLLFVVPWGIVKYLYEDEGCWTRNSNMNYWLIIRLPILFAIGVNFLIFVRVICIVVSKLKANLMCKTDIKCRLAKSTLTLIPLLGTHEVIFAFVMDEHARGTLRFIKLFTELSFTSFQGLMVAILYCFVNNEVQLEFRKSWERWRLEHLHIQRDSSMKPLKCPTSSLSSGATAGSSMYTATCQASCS
GLP1R cytotox: cytotoxicity counter-screen for GLP-1 receptor inverse agonists; HEK293 cAMP-luciferase reporter cells, luminescence, 24 h; Potency, µM (series often up to 38.3 µM), without a hit: at the top dose activity change, negative = inhibition, usual class: inhibitors; 410,000 compounds, 0.13% hits; AID 624418;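 also: loss of luciferase light is scored as toxicity; % is scaled to controls: 0 for no effect and ±100 for the full control effect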
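Seeding density was 200 cells/uL; after overnight-length (12 h) culture, 23 nL compounds went on for 24 h at 37 °C. Readout used a luciferase detection reagent, luminescence taken after 12 min at room temperature.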
GLP1R inv ag: acts as inverse agonist at human GLP-1 receptor. AID 624417. Potency, µM (doses to about 38.3 µM), for the others: at the top dose activity change, negative = inhibition, most hits filed as inhibitors. HEK293 GLP-1R CRE-luciferase, luminescence, 24 h; GLP-1R form is constitutively active. 410,000 compounds, 1.6% hits. P43220; also: % is scaled to controls: 0 for no effect and ±100 for the full control effect; nearly all actives have a fitted effect of over 55% in size
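HEK293 cells stably co-expressing a cAMP-responsive luciferase reporter and constitutively active GLP-1R were seeded, incubated 12 h, then exposed to compounds for 24 h at 37 C. Luminescence was read 12 min after detection reagent; inverse agonists lower signal.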
HT1080 IDH1KD tx: HT-1080 IDH1 knockdown cell toxicity (counter line); 360,000 compounds, 2% hits; AID 686971; Potency, µM (titrated, usually from 46.1 µM), inactives show top-dose activity, negative = toxicity, most hits filed as cytotoxic; HT-1080 IDH1 knockdown viability, ATP luminescence, 48 h;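 also: 0% = DMSO wells and -100% = cell-free medium wells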
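Luminescent ATP read-out (CellTiter-Glo, 10 min at room temperature) after 48 h compound exposure at 37 °C gave viability of IDH1-knockdown HT-1080 cells. Activity was normalised to DMSO and cell-free wells, then fitted as concentration-response curves.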
Active calls of the source: *; ? = inconclusive; nt = not tested or not shown; [ ] = remark or other dose. Calls follow the shape of the dose curve; as a rule, active = well fitted curve in the direction sought with a large enough effect; inconclusive = small, poorly fitted or top-dose-only effect, or another doubt; inactive = no such curve, though single readings can be large; an effect the other way counts as inactive or inconclusive. Potency is read from the fitted curve at half-maximal effect.

Order of values: KB-V1 MDR tox	HT1080-NT tox	SW480 rerep	TDP43 rescue	KB-3-1 cytotox	GLP1R ag	GLP1R cytotox	GLP1R inv ag	HT1080 IDH1KD tx
- COc1ccc([C@H]2CC(=O)C[C@@H](CCn3cc(-c4ccncc4)nn3)O2)cc1
→ 0%	7%	nt	20%	7%	7%	1%	-11%	2%
- CN(C)c1ccc(C(C(=O)NC2CCCCC2)N(Cc2ccco2)C(=O)c2snc(C(N)=O)c2N)cc1 (stereo not given)
→ 21µM*	8%	11%	3%	?	6%	?	2µM*	0%
- CC(Sc1ncn[nH]1)C(=O)c1c(N)n(C)c(=O)n(C)c1=O (stereo not given)
→ -3%	0%	-1%	-2%	8%	0%	6%	20%	0%
- C[C@@H](NC(=O)[C@@H]1Cc2ccccc2CN1C(=O)OC(C)(C)C)C(=O)NC1CCCCC1
→ 4%	14%	8%	-11%	9%	0%	-1%	6%	14%
- Cc1cc(Cl)ccc1OCC(=O)NCC(c1cccs1)N1CCOCC1 (stereo not given)
→ 7.3µM*	-13%	-99%[inhibitor]	-5%	?	-2%	-7%	8%	-21%
- O=C(CSc1nc2ccccc2c(=O)n1-c1ccccc1)Nc1ccc2c(c1)CCC2
→ -2%	-2%	nt	13%	0%	13%	-23%	-46%	0%
- CC(=O)Nc1cc(C(C)(C)C)c(O)c(C(C)(C)C)c1
→ -9%	0%	-8%	0%	-5%	-1%	-8%	0%	-5%
- Cc1ccc(NC(=O)c2ncn(CCCNCc3ccccc3)n2)cc1C
→ 0%	-8%	10%	26%	0%	-1%	-3%	?	-6%
- Cc1c(C(=O)NC(C(C)C)C(C)C)cccc1[N+](=O)[O-]
→ -13%	-2%	-2%	-22%	-8%	1%	13%	18%	1%
- CC(NC(=O)Nc1ccc([N+](=O)[O-])cc1)C(c1ccccc1)N1CCOCC1 (stereo not given)
→ -7%	-25%	-5%	-26%	14%	3%	-9%	?	12%
- O=C(COc1ccc(Cl)cc1)NCc1nnc(SCC(=O)Nc2ccccc2)o1
→ 6%	8%	-1%	-8%	0%	2%	-2%	0%	14%
- O=C(NNC(=S)NC(=O)c1ccccc1Cl)c1cccc([N+](=O)[O-])c1
→ 4%	-4%	10%	?	?	2%	-7%	1%	-19%
- COc1ccc(OC)c(-c2cc(C(=O)Nc3ccccc3C(N)=O)c3ccccc3n2)c1
→ ?	-18%	-2%	0%	-3%	23%	-27%	?	?
- CCCNC(=O)NS(=O)(=O)c1cnccc1Sc1ccc(Cl)cc1
→ -4%	5%	3%	11%	10%	0%	1%	18%	8%
- CCCCn1c(N)c(Br)c(=O)[nH]c1=O
→ 1%	-10%	-4%	9%	8%	5%	-4%	38%[activator]	7%
- CC(O)c1n(C)c(Cl)c[n+]1C (stereo not given)
→ 6%	3%	-3%	6%	-1%	-1%	23%	7%	-4%
- CN1CCCC(OC(=O)c2cccc(Br)c2)C1 (stereo not given)
→ -8%	0%	-3%	10%	13%	0%	4%	-30%	-3%
- CCOC(=O)c1oc2ccccc2c1CN1CCN(c2ccccc2)CC1
→ 0%	-10%	9%	1%	11%	5%	17%	?	-6%
- O=C(c1cnc(N2CCN(c3ncccn3)CC2)c2ccccc12)N1CCN(c2ccccn2)CC1
→ 21µM*	-21%	-7%	2%	-5%	-11%	-15%	?	-16%
- COc1ccc2ccc(C(C)(C(C)=O)C(=O)OC(C)C)cc2c1 (stereo not given)
→ -10%	-6%	3%	22%	-3%	2%	14%	6%	-8%
- Cc1cccc(NCc2nc(SCC(N)=O)n[nH]2)c1
→ 0%	-1%	-18%	3%	-1%	2%	2%	57%[activator]	-3%
- COc1ccc(CCC(=O)Nc2cc(S(=O)(=O)N3CCOCC3)ccc2OC(C)C)cc1
→ 12%	-14%[9.24 µM]	-45%[inhibitor]	12%	22%	12%	-6%	-6%	17%
- CC(NC(=O)C1CCCN(C(=O)c2ccc(Cl)cc2)C1)c1cccc(C(F)(F)F)c1 (stereo not given)
→ 0%	-2%[9.24 µM]	?	-3%	-14%	-1%	2%	?	0%
- COc1ccc(OC)c2sc(N3CCN(C(=O)c4ccc([N+](=O)[O-])s4)CC3)nc12
→ ?	0%	?	-93%[inhibitor]	24%	3%	3%	1%	-11%
- COc1ccccc1OCCCn1c(C2CC(=O)N(c3ccc(F)cc3)C2)nc2ccccc21 (stereo not given)
→ -10%	nt	nt	-2%	-2%	nt	22%	8%	nt
- COc1ccc(N2CCN(C(=O)c3cccc(N4C(=O)C5CC=CC(C)C5C4=O)c3)CC2)cc1 (stereo not given)
→ 18µM*	14%	-1%	-15%	14%	0%	-29%	?	0%
- COC(=O)C1CCN(C(=O)COC(=O)c2cc(-c3cccs3)nn2-c2ccccc2)CC1
→ -8%	10%	-4%	9%	0%	9%	-1%	?	2%
- O=C1C2C3C=CC(C2C(=O)N1c1cccc(O)c1)C1C2C(=O)N(c4cccc(O)c4)C(=O)C2C31 (stereo not given)
→ 5%	2%	-94%[inhibitor]	1%	0%	2%	1%	-7%	-2%
- COCc1ccc(CN2CCCC(C(=O)Nc3ccc(-c4cccc(OC)c4)cc3)C2)o1 (stereo not given)
→ -16%	?	?	7%	-19%	4%	-6%	?	?
- O=c1c2ccccc2c(-c2ccc(O)cc2)nn1-c1cccc(C(F)(F)F)c1
→ 13µM*	?	?	-32%[inhibitor]	?	-15%	?	?	21µM*
- CCOC(=O)Cc1cc(=O)n2[nH]c(C)cc2n1
→ 11%	9%	-23%	16%	11%	-16%	1%	3%	8%
- CC(C)(C)OC(=O)C[C@H]1C/C=C\C[C@H](CC(=O)N(CCO)Cc2ccccc2)C(=O)NC[C@H](c2ccccc2)OC1=O
→ 12%	27%	-6%	11%	3%	6%	-10%	10%	1%
- COC(=O)c1cn(C(=O)c2ccco2)c2ccccc12
→ 18%	10%	-6%	24%	2%	-6%	-7%	11%	4%
- Nc1c(-c2ccc(Cl)cc2)cnc2c(-c3ccccc3)cnn12
→ -2%	-8%	11%	?	4%	3%	-1%	37%[activator]	-6%
- CCCn1c(C2CC(=O)N(c3ccc(C)cc3)C2)nc2ccccc21 (stereo not given)
→ 21%	6%	-15%	-5%	8%	-9%	0%	1%	6%
- CCCN1CCN(C(=S)Nc2ccc([N+](=O)[O-])cc2)CC1
→ 21µM*	?	-11%	-12%	-7%	-7%	-3%	?	?
- O=C(NNc1nc2ccccc2s1)c1ccccc1F
→ ?	-2%	2%	3%	14%	-9%	-11%	0%	-21%
- CCOC(=O)c1sc2nc(CC(=O)OC)nc(NCCN(CC)CC)c2c1C
→ 9.2µM*	-4%	2%	1%	4%	0%	87%[activator]	?	-11%
- CCOC(=O)c1cnc2cc(C)nn2c1C
→ 2%	?	-6%	0%	1%	-1%	-3%	25%	17%
- Cc1ccccc1C(=O)NC(=S)Nc1ccc(N2CCN(C(=O)c3ccccc3)CC2)cc1
→ ?	19%	0%	14%	-6%	-2%	11%	0%	18%
- C/C(=N/NS(=O)(=O)c1ccc(C)cc1C)c1c[nH]c2ccccc12
→ -15%	-11%	15%	-2%	-4%	6%	-10%	-47%	-29%
- COC(CNC(=O)c1cc(C)nn1-c1ccccc1)OC
→ 18%	-1%	5%	-2%	-6%	7%	-1%	-2%	0%
- COc1ccc(CC(=O)OCc2csc(CC(=O)Nc3ccc(C)cc3)n2)cc1
→ 2%	13%	0%	-23%	?	14%	-15%	?	14%
- O=C1NC[C@@H](CCCCN2C[C@H](Cc3ccc(O)cc3)N(CCC3CCCCC3)C(=O)C2=O)N(Cc2ccccc2)C1=O
→ 22%	?	nt	3%	?	2%	-2%	6%	-23%
- Cc1nc2ccc(Br)cn2c(=O)c1Cl
→ 13%	16%	-7%	?	-1%	0%	-1%	17%	-1%
- COC(=O)c1c(NC(=O)C(C)(C)C)csc1C
→ 13%	3%	-130%[inhibitor]	-14%	22%	10%	0%	-26%	3%
- O=C(Cc1c(F)cccc1Cl)N1CCN(S(=O)(=O)c2cccc(F)c2)CC1
→ ?	1%	-5%	1%	21%	-11%	2%	-29%	1%
- Cc1nc2ccc(NC(=O)c3ccc([N+](=O)[O-])cc3)cc2[nH]1
→ 18%	19%	-1%	-2%	2%	14%	7%	27%	?
- CC(C)[C@H](NC(=O)NCc1ccc(Cl)cc1)C(=O)O
→ -3%	15%	-6%	-17%	4%	-9%	-7%	-7%	0%

At a glance, some entries already given.
Order of values: KB-V1 MDR tox	HT1080-NT tox	SW480 rerep	TDP43 rescue	KB-3-1 cytotox	GLP1R ag	GLP1R cytotox	GLP1R inv ag	HT1080 IDH1KD tx
- COC(=O)c1c(NC(=O)C(C)(C)C)csc1C
→ 13%	3%	-130%[inhibitor]	-14%	22%	10%	0%	-26%	3%
- O=C(Cc1c(F)cccc1Cl)N1CCN(S(=O)(=O)c2cccc(F)c2)CC1
→ ?	1%	-5%	1%	21%	-11%	2%	-29%	1%
- Cc1nc2ccc(NC(=O)c3ccc([N+](=O)[O-])cc3)cc2[nH]1
→ 18%	19%	-1%	-2%	2%	14%	7%	27%	?
- CC(C)[C@H](NC(=O)NCc1ccc(Cl)cc1)C(=O)O
→ -3%	15%	-6%	-17%	4%	-9%	-7%	-7%	0%
